# RGS4-Gao reg = modulators of RGS4 binding to Galphao, primary screen, biochemical, multiplexed bead flow cytometry. binding response (% of control), % at 10 µM. 0.33% of 220,000 active. actives lie on both sides. AID 1415, 2008. Guanine nucleotide-binding protein G(o) subunit alpha (Homo sapiens), P09471; in the data active = binding response below about 49% or above about 150%; inactive = in between;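 note: fluorescent Galphao activated with aluminum fluoride binding bead-coupled RGS4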
# Target sequence (P09471 whole entry, looked up): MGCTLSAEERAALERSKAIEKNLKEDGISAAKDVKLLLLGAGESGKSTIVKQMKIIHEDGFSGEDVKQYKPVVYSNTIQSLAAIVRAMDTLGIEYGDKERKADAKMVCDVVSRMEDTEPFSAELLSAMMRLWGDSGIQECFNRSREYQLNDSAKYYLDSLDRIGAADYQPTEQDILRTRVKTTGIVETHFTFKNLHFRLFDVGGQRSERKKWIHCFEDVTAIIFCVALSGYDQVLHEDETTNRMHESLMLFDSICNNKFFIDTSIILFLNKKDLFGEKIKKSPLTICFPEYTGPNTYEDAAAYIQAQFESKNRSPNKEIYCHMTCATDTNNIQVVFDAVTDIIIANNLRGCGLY
# RGS7-Gao reg = RGS7-Galphao binding modulators, primary screen, biochemical, multiplexed bead flow cytometry. 0.35% of 220,000 active. AID 1439, 2008. binding response (% of control), % at 10 µM. actives lie on both sides; in the data active = binding response below about 49% or above about 150%; inconclusive = no clear call, values can overlap the other calls; inactive = in between;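 note: fluorescent Galphao held in activated GDP-AlF4 state binding bead-coupled RGS7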
# RGS8-Gao reg = RGS8-Galphao binding modulators, primary screen, biochemical, multiplexed bead flow cytometry. response (percent of control binding), % at 10 µM. actives lie on both sides. Guanine nucleotide-binding protein G(o) subunit alpha (Homo sapiens), P09471. 0.34% of 220,000 active; in the data active = response below about 60% or above about 140%; inactive = in between;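 note: Galphao activated as the GDP aluminium fluoride complex binding bead-coupled RGS8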
# An asterisk follows results filed as active; ? = inconclusive; . = not tested or not shown. Some of the compounds tested; the hit share may differ from the screen's.
1. S=c1[nH]nc(-c2cc(-c3ccccc3)n[nH]2)n1/N=C/C(Br)=C/c1ccccc1
2. Cc1ccc(/C=N/Nc2nc(C)cc(C)n2)cc1
3. O=C(NCc1cccs1)C1CCN(S(=O)(=O)c2ccccc2F)CC1
4. Cc1cc(=O)oc2cc(OCC(=O)Nc3ccc(S(=O)(=O)N(C)C)cc3)ccc12
5. Cn1nc(C(F)(F)F)cc1C(=O)O
6. Cc1ccc(/C=N/Nc2ncnc3nc[nH]c23)cc1
7. NS(=O)(=O)c1ccc(CCNCC(=O)N2CCC(Cc3ccccc3)CC2)cc1
8. CC1(C)CC2=C(CO1)C(=S)NC(c1ccccc1)N2CC1CCCO1 (stereo not drawn)
compound no. | 1 | 2 | 3 | 4 | 5 | 6 | 7 | 8
RGS4-Gao reg | 110 | 98 | 95 | 103 | 99 | 99 | 104 | 99
RGS7-Gao reg | ? | ? | ? | ? | ? | ? | ? | ?
RGS8-Gao reg | 105 | 100 | 98 | 101 | 97 | 102 | 103 | 98

9. COc1ccc(Cn2c(=O)c3[nH]cnc3n(-c3ccccc3C)c2=O)cc1
10. Cc1ccc(-c2ccc(/C=C(\C#N)C(N)=S)n2C)cc1
11. Brc1cc2c(cc1Br)OCCOCCOCCO2
12. O=C1/C(=C\c2ccc(O)c(O)c2)N=C2CCCCCN12
13. CC(C)(C)c1cc(C(=O)Nc2ccc(F)cc2)n(Cc2ccc(F)cc2)n1
14. Cc1nn(-c2ccccc2)c(Cl)c1/C=N/Nc1nncc(=O)[nH]1
15. O=[N+]([O-])c1cc2cccnc2c2ncccc12
16. CCC1CCCCN1CC(C)(C)NS(=O)(=O)c1ccccc1 (stereo not drawn)
compound no. | 9 | 10 | 11 | 12 | 13 | 14 | 15 | 16
RGS4-Gao reg | 103 | 106 | 109 | 85 | 105 | 104 | 113 | 105
RGS7-Gao reg | ? | . | ? | ? | ? | ? | ? | ?
RGS8-Gao reg | 103 | 103 | 105 | 95 | 103 | 102 | 118 | 100

17. COc1ccc(C2=NOC(CNC(=O)c3ccccc3Br)C2)c(OC)c1 (stereo not drawn)
18. N=C1/C(=C\c2coc3ccc(O)cc3c2=O)C(=O)N=C2SC=CN12
19. O=C(Nc1ccc(-c2csnn2)cc1)C1CC1
20. NC(CCCCCP(=O)(c1ccccc1)c1ccccc1)C(=O)O (stereo not drawn)
21. COc1ccccc1NC(=O)Oc1cccc(OC(=O)c2ccccc2)c1
22. Cc1ccc2nc(-c3ccc4c(c3)NC(=O)CO4)cn2c1
23. CC1(C)Cc2nc3sc4c(SCC(=O)O)ncnc4c3cc2CO1
24. Cc1ccccc1-c1nc(P(=O)(c2ccccc2)c2ccccc2)c(N2CCOCC2)o1
compound no. | 17 | 18 | 19 | 20 | 21 | 22 | 23 | 24
RGS4-Gao reg | 93 | 103 | 99 | 92 | 92 | 100 | 82 | 101
RGS7-Gao reg | . | ? | ? | ? | ? | ? | ? | ?
RGS8-Gao reg | 94 | 98 | 100 | 97 | 93 | 98 | 93 | 98

25. Cc1ccc2nc(-c3ccc(NC(=O)CSCC(=O)O)cc3)sc2c1
26. C=CCCCCCCCCc1nc(SCC(=O)O)n[nH]1
27. CCOC(=O)c1[nH]c2ccccc2c1NC(C)=O
28. CCOC(=O)c1nc(C)sc1-c1ccnn1S(=O)(=O)c1cccc(Cl)c1
29. Cc1cc(-c2ccccc2)nc2oc(C(=O)NN)c(N)c12
30. O=C(CN1CCN(C(=O)c2ccco2)CC1)N1CCc2[nH]c3ccccc3c2C1
31. CCOc1ccc(C2C(C#N)=C(N)Oc3cc(C)[nH]c(=O)c32)cc1OC (stereo not drawn)
32. NC(=O)Cc1nc(-c2ccc(F)cc2)cs1
compound no. | 25 | 26 | 27 | 28 | 29 | 30 | 31 | 32
RGS4-Gao reg | 95 | 104 | 102 | 100 | 101 | 101 | 99 | 90
RGS7-Gao reg | ? | ? | ? | ? | ? | ? | ? | ?
RGS8-Gao reg | 98 | 102 | 100 | 102 | 102 | 101 | 100 | 99

33. CCCOc1ccc(CSc2n[nH]c(C)n2)cc1
34. CC(C)c1cc(CN2CCOCC2)cc(C(C)C)c1O
35. ClCc1csc(N/N=C/c2cccs2)n1
36. C#CC[N+](CC)(CC)CC#Cc1ccccc1
37. CCOC(=O)c1oc2cc(C)cc(C)c2c1C
38. CC(C)CCN1CCN(Cc2ccoc2)CC1CCO (stereo not drawn)
39. Cc1ccc(-n2cc(CN3CCNC(=O)CC3)c(-c3ccc(F)cc3)n2)cc1
40. O=C(O)c1ccc(S(=O)(=O)c2ccc3c(c2)C(=O)N(NC(=O)c2cccnc2)C3=O)cc1
compound no. | 33 | 34 | 35 | 36 | 37 | 38 | 39 | 40
RGS4-Gao reg | 94 | 99 | 97 | 105 | 99 | 105 | 104 | 113
RGS7-Gao reg | ? | ? | ? | ? | ? | ? | ? | ?
RGS8-Gao reg | 95 | 102 | 99 | 101 | 100 | 104 | 102 | 106

# Part of the list above in order of molar mass, high to low.
39. Cc1ccc(-n2cc(CN3CCNC(=O)CC3)c(-c3ccc(F)cc3)n2)cc1
34. CC(C)c1cc(CN2CCOCC2)cc(C(C)C)c1O
35. ClCc1csc(N/N=C/c2cccs2)n1
37. CCOC(=O)c1oc2cc(C)cc(C)c2c1C
compound no. | 39 | 34 | 35 | 37
RGS4-Gao reg | 104 | 99 | 97 | 99
RGS7-Gao reg | ? | ? | ? | ?
RGS8-Gao reg | 102 | 102 | 99 | 100

# The results go on.
41. O=C(CSC1=NNC(c2ccccn2)S1)Nc1ccc(C(F)(F)F)cc1 (stereo not drawn)
42. N=C1SC(CC(=O)Nc2ccccc2[N+](=O)[O-])C(=O)N1c1ccccc1 (stereo not drawn)
43. FC(F)(F)c1ccc(C2[C@H]3CN(Cc4cccnc4)[C@H](c4ccccc4)C34CC2(c2ccccc2)C4)cc1 (stereo partly drawn)
44. NC(=O)NCC(=O)N1CCC(C(O)(c2ccccc2)c2ccccc2)CC1
45. Cc1ccc(C23CC4CC(CC(C(=O)N5CCN(C)CC5)(C4)C2)C3)cc1
46. COc1ccc(/C=C/C(=O)Nc2ccccc2Cl)cc1S(=O)(=O)N1CCOCC1
47. NNC(=O)c1csc(-c2ccccc2)n1
48. COC(=O)c1nn(-c2ccc(F)cc2)ccc1=O
compound no. | 41 | 42 | 43 | 44 | 45 | 46 | 47 | 48
RGS4-Gao reg | 102 | 100 | 104 | 98 | 99 | 102 | 111 | 98
RGS7-Gao reg | ? | ? | ? | ? | ? | ? | ? | ?
RGS8-Gao reg | 100 | 101 | 102 | 100 | 102 | 99 | 106 | 98

# Of the compounds above, six contain two or more sulfur atoms.
3. O=C(NCc1cccs1)C1CCN(S(=O)(=O)c2ccccc2F)CC1
23. CC1(C)Cc2nc3sc4c(SCC(=O)O)ncnc4c3cc2CO1
25. Cc1ccc2nc(-c3ccc(NC(=O)CSCC(=O)O)cc3)sc2c1
28. CCOC(=O)c1nc(C)sc1-c1ccnn1S(=O)(=O)c1cccc(Cl)c1
35. ClCc1csc(N/N=C/c2cccs2)n1
41. O=C(CSC1=NNC(c2ccccn2)S1)Nc1ccc(C(F)(F)F)cc1 (stereo not drawn)
compound no. | 3 | 23 | 25 | 28 | 35 | 41
RGS4-Gao reg | 95 | 82 | 95 | 100 | 97 | 102
RGS7-Gao reg | ? | ? | ? | ? | ? | ?
RGS8-Gao reg | 98 | 93 | 98 | 102 | 99 | 100

# Next structures
49. S=c1c2c(nc3nc[nH]n13)CCC2
50. CC(C)CC(=O)NC(=S)Nc1ccc(CN2CCOCC2)cc1
51. O=C(NC(Cc1c[nH]c2ccccc12)C(=O)O)/C(=C\c1ccc2c(c1)OCO2)NC(=O)c1ccccc1 (stereo not drawn)
52. COC(=O)c1ccc(C(=O)NN)cc1
53. C1=Cc2ccccc2Nc2ccccc21
54. O=C(CSC1=NNC(c2ccccn2)S1)Nc1ccccc1 (stereo not drawn)
55. CC(C)c1ccc(N=C2N=C(N)c3ccccc32)cc1
56. CCC(C)C(NC(=O)c1ccccc1NC(=O)c1ccco1)C(=O)NNC(=O)c1ccncc1 (stereo not drawn)
compound no. | 49 | 50 | 51 | 52 | 53 | 54 | 55 | 56
RGS4-Gao reg | 106 | 99 | 93 | 102 | 89 | 106 | 102 | 93
RGS7-Gao reg | ? | ? | ? | ? | ? | ? | ? | ?
RGS8-Gao reg | 102 | 99 | 94 | 101 | 94 | 101 | 101 | 97

57. O=C1N/C(=N/N=C/c2ccccc2O)SC1Cc1ccc(F)cc1 (stereo not drawn)
58. CCOC(=O)C1(Cc2ccc(OC)cc2)CCN(C(=O)CCn2cccn2)CC1
59. COc1ccc(-c2ccc(/C=N/NC(=O)Cc3nnc(N)s3)o2)cc1Cl
60. CNC(=O)c1cccc2cccc(Sc3ccccc3C(=O)O)c12
61. CCCC/C(O)=C1\C(=O)CCCC1=NCCc1c(C)[nH]c2ccc(OC)cc12
62. CCCc1c(C(=O)Nc2ccc(F)cc2C)cnn1-c1ccccc1
63. FC(F)(F)c1cc(N2CCN(Cc3ccccc3)CC2)c2ccccc2n1
64. NC(=S)N/N=C/c1coc2ccc(O)cc2c1=O
compound no. | 57 | 58 | 59 | 60 | 61 | 62 | 63 | 64
RGS4-Gao reg | 99 | 98 | 106 | 103 | 100 | 102 | 89 | 100
RGS7-Gao reg | ? | ? | ? | ? | ? | ? | ? | ?
RGS8-Gao reg | 100 | 100 | 98 | 100 | 99 | 104 | 100 | 99

# The final two compounds of the section before lead into the next.
63. FC(F)(F)c1cc(N2CCN(Cc3ccccc3)CC2)c2ccccc2n1
64. NC(=S)N/N=C/c1coc2ccc(O)cc2c1=O
65. COc1cc2c(cc1OC)CN(C(=O)c1cccc(S(=O)(=O)N(C)C)c1)CC2
66. CCCCN(C)C(=O)c1cc2c(s1)-c1ccccc1S(=O)(=O)C2
67. Cc1ccc(NC(=S)N(C)C)cc1C
68. CC(=O)Nc1nc(NC(=O)C(Cl)(Cl)Cl)n(-c2ccccc2)n1
69. C=CCn1c(SCC(=O)Nc2nc3ccccc3s2)nc(O)c(CC)c1=O
70. COc1cccc(-n2c(SCC(=O)Nc3nc4ccccc4s3)nc3ccccc3c2=O)c1
71. CCOC(=O)NC(=S)Nc1ccc(C(C)(C)C)cc1Br
72. CC(=O)Cn1nnc(-c2ccc(C(F)(F)F)cc2)n1
compound no. | 63 | 64 | 65 | 66 | 67 | 68 | 69 | 70 | 71 | 72
RGS4-Gao reg | 89 | 100 | 89 | 101 | 106 | 101 | 98 | 101 | 99 | 100
RGS7-Gao reg | ? | ? | ? | ? | ? | ? | ? | ? | ? | ?
RGS8-Gao reg | 100 | 99 | 89 | 102 | 102 | 102 | 99 | 90 | 97 | 99

73. Cc1sc2nc(CSCC(=O)Nc3ccc(N4CCOCC4)cc3)[nH]c(=O)c2c1C
74. O=c1ccc(Cl)n[nH]1
75. CNC(=S)NNC(=O)CSCc1c(Cl)cccc1Cl
76. COc1cc(OC)c(OC)cc1/C=N/NC(=O)CCc1c(C)n[nH]c1C
77. CSc1ncccc1C(=O)Nc1ccc2nc(C)sc2c1
78. C(=Nc1ccc(N2CCOCC2)cc1)c1c[nH]c2ccccc12
79. CN(C)S(=O)(=O)c1cccc(NC(=O)CSc2nnnn2-c2ccccc2)c1
80. Oc1ccc(N=Nc2ccc(Br)cc2)c(O)c1
compound no. | 73 | 74 | 75 | 76 | 77 | 78 | 79 | 80
RGS4-Gao reg | 99 | 89 | 102 | 97 | 96 | 103 | 97 | 111
RGS7-Gao reg | ? | ? | ? | ? | ? | ? | ? | ?
RGS8-Gao reg | 100 | 95 | 103 | 99 | 97 | 104 | 97 | 109

81. NC1=NC[C@H](Cc2ccc(O)cc2)N1CCC12CC3CC(CC(C3)C1)C2
82. Cc1ccccc1NC(=O)COc1ccc2c(c1)OC(C)(C)CC2=O
83. CC[C@H](C)[C@H](NC(N)=O)C(=O)Nc1ccc(NC(C)=O)cc1
84. Cc1nc(C(=O)NCCC(C)C)sc1C1(C)CC(c2cccc([N+](=O)[O-])c2)=NO1 (stereo not drawn)
85. Cc1cc(=O)[nH]n(CCO)c1=O
86. O=C(OCc1cc2ccccc2[nH]c1=O)c1ccc([N+](=O)[O-])cc1
87. O=c1c2ccccc2nc2n1C(CBr)CN2 (stereo not drawn)
88. O=[N+]([O-])c1ccc(N/N=C/c2ccccc2)cc1
compound no. | 81 | 82 | 83 | 84 | 85 | 86 | 87 | 88
RGS4-Gao reg | 103 | 100 | 102 | 101 | 99 | 101 | 98 | 99
RGS7-Gao reg | ? | ? | ? | ? | ? | ? | ? | ?
RGS8-Gao reg | 104 | 98 | 102 | 99 | 100 | 102 | 100 | 102

89. COCc1cc(=O)n2[nH]c(C(C)(C)C)cc2n1
90. CC(=O)Nc1cccc(NC(=O)CSc2nn3c(=O)c(C)nnc3s2)c1
91. Fc1cccc(CSc2nnc3c(n2)[nH]c2ccccc23)c1
92. CC(=O)OCC(OC(C)=O)C(OC(C)=O)C(OC(C)=O)C(=O)Nc1cccc(C)c1 (stereo not drawn)
93. O=C(c1cccs1)N1CCN(c2ncc(Br)cn2)CC1
94. CN(C)N=Nc1nc2c([nH]1)c(=O)n(C)c(=O)n2C
95. COc1ccc(CCNC(=S)NC(=O)c2c(-c3ccccc3Cl)noc2C)cc1OC
96. CCc1nc(N2CCN(C(C)=O)CC2)c(C#N)c2c1COC(C)(C)C2
97. NC(=O)C1CCN(C(=O)Nc2csc3ccccc23)CC1
compound no. | 89 | 90 | 91 | 92 | 93 | 94 | 95 | 96 | 97
RGS4-Gao reg | 105 | 86 | 92 | 97 | 108 | 103 | 86 | 102 | 93
RGS7-Gao reg | ? | ? | ? | ? | ? | ? | ? | ? | ?
RGS8-Gao reg | 104 | 94 | 95 | 102 | 105 | 103 | 98 | 100 | 75

# Assay outcomes deposited in PubChem by NMMLSC.
